GPR55 beta-arrestin: GPR55 agonists via beta-arrestin recruitment, primary screen, imaging, U2OS cells, beta-arrestin-GFP redistribution (AID 1961); U2OS GPR55 beta-arrestin-GFP redistribution imaging; higher % means a stronger effect; activation, % at 10 µM; hits with a dose series show EC50 in µM; 290,000 tested, 0.048% active;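 active = activation above 40% with more than 50 cells counted in the well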;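 note: U2OS osteosarcoma cells stably expressing GPR55 and beta-arrestin-GFP; plate controls were DMSO negative control for no effect and LPI positive control for full effect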
NTR1 agonist: NTR1-driven beta-arrestin-GFP spot formation – imaging, U2OS cells, high content, primary screen (AID 493036). P30989. agonist mode. activation, % at 20 µM. 330,000 tested, 0.17% active;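 active = activation at or above 40% of the spot to cytoplasm intensity ratio, with at least 20 cells analyzed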;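 note: 0% = DMSO without peptide and 100% = 100 nM NTR1 peptide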
Target sequence (P30989 whole entry, looked up): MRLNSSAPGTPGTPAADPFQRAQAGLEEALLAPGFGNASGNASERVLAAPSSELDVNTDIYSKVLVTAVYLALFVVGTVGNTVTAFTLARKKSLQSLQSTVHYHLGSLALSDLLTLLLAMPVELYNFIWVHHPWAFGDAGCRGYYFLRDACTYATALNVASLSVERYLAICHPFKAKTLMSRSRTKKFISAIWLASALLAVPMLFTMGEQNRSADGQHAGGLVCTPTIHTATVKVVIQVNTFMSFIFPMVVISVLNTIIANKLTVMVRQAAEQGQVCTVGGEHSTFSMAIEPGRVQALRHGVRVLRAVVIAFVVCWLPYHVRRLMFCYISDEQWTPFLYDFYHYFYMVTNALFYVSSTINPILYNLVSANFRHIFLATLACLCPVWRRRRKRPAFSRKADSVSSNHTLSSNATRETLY
LYP phosphatase: inhibitors of LYP phosphatase, biochemical, fluorescence intensity, uHTS (AID 1779); recombinant LYP phosphatase, fluorescence intensity; higher % means a stronger effect; inhibition, % at 11.5 µM, or IC50 in µM where a hit was titrated; 290,000 tested, 0.054% active; in the data active = inhibition above about 50%;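 note: plate controls were vehicle with enzyme for no effect and no enzyme for full effect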
Rac1 GTP hydrolysis: MgcRacGAP GTPase-activating activity inhibitors, confirmation, biochemical, ADP Hunter fluorescence. MgcRacGAP-stimulated Rac1 GTP hydrolysis, ADP Hunter fluorescence; higher % means a stronger effect; GST-tagged Rac1 F28L mutant substrate. inhibition, % at 30 µM, or IC50 in µM where a hit was titrated. 340,000 tested, 0.6% active;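 active = first-screen hits whose inhibition reached a set limit at any dose in the follow-up dose series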;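 note: fluorescence reports GDP produced by GAP-driven GTP hydrolysis; strong numbers were not always called active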
SV40 large T antigen: TAg ATPase/helicase activity blockers – biochemical (AID 1903). SV40 large T antigen ATPase/helicase inhibition assay; higher % means a stronger effect. one-dose inhibition, % at 20 µM; IC50 in µM for titrated hits. 310,000 tested, 0.39% active; in the data active = a potency from the dose series; note: strong numbers were not always called active
GPR55 LPI antagonism: GPR55 antagonists blocking LPI-driven arrestin recruitment, primary screen, imaging, U2OS, beta-arrestin-GFP, LPI agonist (AID 2013); U2OS GPR55 beta-arrestin-GFP translocation imaging, LPI antagonism; higher % means a stronger effect; inhibition, % at 10 µM; hits with a dose series show IC50 in µM; 290,000 tested, 0.13% active;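 active = spots per cell inhibited over 60%, with over 100 cells counted and total cytoplasm intensity under 500,000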;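 note: U2OS cells stably carrying GPR55 and arrestin-GFP stimulated by 5 µM LPI near EC80; imaged beta-arrestin-GFP aggregate spots per cell after agonist stimulation; plate controls were LPI-stimulated DMSO wells for no effect and DMSO wells without LPI for full effect; some results filed as inactive read as strong as hits; confirmed hits need IC50 under 10 µM and bright autofluorescent wells are also inconclusive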
Lipid droplet: hepatic lipid droplet formation modulation. AML12 mouse hepatocytes, oleate lipid droplets, BODIPY imaging. inhibition, % at 6.5 µM. 240,000 tested, 0.4% active;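 active = lipid droplet intensity inhibited by at least 50%, with more than 500 cells counted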
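Assay system: AML12 mouse liver cells | Compound: 6.5 µM single-point dosing | Schedule: Overnight exposure | Technique: Fluorescence imaging, 20x objective, two fields per well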
T cell modulator: T cell immune modulation candidate; 2C CD8+ T cell-vesicle binding, flow cytometry; active compounds read low; calls only at 7 µM; 330,000 tested, 0.068% active;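 active = response, share of CD8 T cells binding vesicles, and their 90th percentile fluorescence all below set limits, cut at about 80% in these data, passing the limit was not always enough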
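Material: 2C TCR transgenic mouse naive CD8+ T cells, MACS-purified. Also added: QL9-charged Drosophila Ld/ICAM-1/B7-1 vesicles. Timing: binding 1.5 h at 37 °C. Measured by: high-throughput flow cytometry with anti-B7-1 and anti-CD8 staining. Read-out: percent CD8+ FL2 mean versus row control. Controls: Unloaded micro-vesicles (low), QL9 vesicles with 0.7% DMSO (high).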
GPR35 arrestin U2OS: inhibition of zaprinast-stimulated GPR35 beta-arrestin translocation – imaging, U2OS, beta-arrestin-GFP, zaprinast agonist, primary screen (AID 2058); U2OS GPR35 beta-arrestin-GFP translocation imaging, zaprinast antagonism; higher % means a stronger effect; inhibition, % at 10 µM, or IC50 in µM where a hit was titrated; 290,000 tested, 0.052% active;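 active = inhibition of at least 50% with at least 30 cells and total cytoplasm GFP at most 10,000,000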
Lipid droplet cells 6.5 µM: also measured in Lipid droplet; calls as there; cell count; measured here: cell count, cytotoxicity flag;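 cells counted across two imaged fields per well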
T cell modulator vesicle-bound %: further read-out of T cell modulator, marked with its call; double positive events, %; measured here: CD8+ vesicle-bound cell fraction;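 binding gate set so that unloaded-vesicle control wells show 10% double positive cells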
NTR1 agonist cell count 20 µM: further read-out of NTR1 agonist, marked with its call; cell count; measured here: cell count, cytotoxicity flag
Active calls of the source: *; i = inactive; · = not tested or not shown.

SMILES	GPR55 beta-arrestin	NTR1 agonist	NTR1 agonist cell count 20 µM	LYP phosphatase	Rac1 GTP hydrolysis	SV40 large T antigen	GPR55 LPI antagonism	Lipid droplet	Lipid droplet cells 6.5 µM	T cell modulator	T cell modulator vesicle-bound %	GPR35 arrestin U2OS
O=C(N/N=C/c1cc2c(cc1Cl)OCO2)c1cccc(Br)c1	-0.1%	6.4	65	0%	7%	8%	7%	28	824	i	7	-8%
Cc1nc2scc(C)n2c(=O)c1S(=O)(=O)NC(C)c1ccccc1 (stereo not given)	-0.1%	1.4	81	-10%	9%	13%	-2%	-10	725	i	52	-23%
CCOc1ccc(/C=C2\SC(=S)N(N3C(=O)C4CC4C3=O)C2=O)cc1 (stereo not given)	-0.6%	-0.2	83	-1%	16%	11%	7%	-20	661	i	49	6%
CCOC(=O)Cc1nnn(CC(=O)OCC)n1	-0.2%	0.7	34	2%	4%	1%	-10%	·	·	i	32	-2%
CC(C)NC(=O)C(C)Oc1ccc(S(=O)(=O)NCc2ccc3c(c2)OCO3)cc1 (stereo not given)	-0.2%	0.6	71	-10%	11%	6%	0%	-12	772	i	58	2%
CCOC(=O)c1ccc(NC=C2C(=O)OC3(CCCCC3)OC2=O)cc1	-0.1%	1.0	56	-3%	0%	1%	22%	·	·	i	37	20%
Cc1cnc(C(=O)OC(C(=O)c2c[nH]c3ccccc23)c2ccccc2)cn1 (stereo not given)	·	0.6	59	·	10%	16%	·	·	·	i	44	·
COc1ccccc1N1CCN(C(=O)Nc2ccc(F)c(Cl)c2)CC1	0.4%	-1.7	69	-6%	12%	3%	10%	-1	704	i	62	-1%
COc1ccc(N(CC(=O)NCCSc2ccccc2)S(C)(=O)=O)cc1	0.1%	-0.3	26	-3%	4%	9%	9%	2	696	i	32	15%
N#C/C(C(=O)c1ccccc1)=C1/CCCCCN1	-0.2%	-2.8	17	2%	5%	14%	4%	·	·	i	53	-1%
C(=C\N1CCCCCC1)/c1nnnn1-c1ccc(-c2ccccc2)cc1	-0.1%	7.6	42	-7%	1%	15%	-10%	14	677	i	52	1%
COc1ccc(S(=O)(=O)N(CC(=O)NCc2ccco2)C2CCCCC2)cc1OC	-0.1%	-0.2	52	5%	12%	12%	-2%	-42	723	i	21	6%
O=S(=O)(/N=C(/Nc1ccc(F)cc1F)c1ccc(Cl)cc1)c1ccccc1	0.6%	0.9	37	-3%	11%	25%	7%	·	·	i	21	0%
CCOC(=O)c1c(NC(=O)CCC(=O)NCc2ccco2)sc2c1CCCC2	-0.3%	2.3	87	7%	11%	1%	-6%	·	·	i	12	-1%
COc1ccc(-n2c(SCC(=O)Nc3ccccc3)nc(O)cc2=O)cc1	0.3%	0.3	48	3%	12%	0%	12%	0	704	i	21	6%
CC(C)Cc1ccc(C(C)C(N)=Nc2ccc(O)cc2)cc1 (stereo not given)	·	0.3	57	·	2%	19%	·	·	·	i	10	·
C/C(=N\NC(=O)c1ccc(Cl)cc1)c1ccc(Br)s1	-0.1%	-2.2	84	-7%	5%	6%	11%	·	·	i	39	6%
CN(C)c1ccc(S(=O)(=O)NCC(=O)NCC2CCCCC2)cc1[N+](=O)[O-]	0.2%	-1.5	33	-4%	4%	0%	0%	-20	807	i	25	-7%
COc1cc2c(C(=O)N3CCCc4ccccc43)cn(C)c(=O)c2cc1OC	-0.1%	-0.5	94	-2%	8%	-1%	-10%	-10	754	i	30	1%
COc1cccc(NC(=S)N(CCCN2CCN(C)CC2)Cc2ccco2)c1	-0.4%	-1.1	69	1%	6%	13%	12%	2	678	i	43	6%
Cc1ccccc1NC(=O)N1C2CCC1CC(O)(c1cccnc1)C2 (stereo not given)	-0.1%	0.9	39	-9%	11%	-21%	6%	·	·	i	28	1%
COc1ccc2ccccc2c1/C=N/NC(=O)c1cccc(Br)c1	-0.2%	15	33	8%	6%	5%	-2%	22	696	i	44	2%
CCCCCOC(=O)C1=C(C)Nc2ncnn2C1c1cccs1 (stereo not given)	0.0%	0.6	71	0%	-2%	16%	14%	-13	737	i	10	-9%
Cc1nn(-c2ccccc2)c(CC(C)(C)C(=O)O)c1C(=O)O	-0.2%	0.9	61	-6%	7%	4%	12%	-2	689	i	48	6%
Cc1c(C)c(C)c(/C=[N+](/C)[O-])c(C)c1C	0.0%	0.2	52	-9%	5%	-13%	-24%	-6	699	i	51	1%
The listing continues:
SMILES	GPR55 beta-arrestin	NTR1 agonist	NTR1 agonist cell count 20 µM	LYP phosphatase	Rac1 GTP hydrolysis	SV40 large T antigen	GPR55 LPI antagonism	Lipid droplet	Lipid droplet cells 6.5 µM	T cell modulator	T cell modulator vesicle-bound %	GPR35 arrestin U2OS
CN1CCc2c(sc(NC(=O)C3CCN(S(=O)(=O)c4cccs4)CC3)c2C(N)=O)C1	·	-0.7	69	·	8%	8%	·	·	·	i	38	·
Cc1ccc(Nc2ncnc3c2cnn3C)c(C)c1	1.3%	1.9	49	-8%	15%	17%	-7%	12	840	i	53	14%
Cc1cc2cc(CNC(=O)c3cc4ccccc4o3)ccc2n1C	-0.1%	-5.9	90	-1%	·	6%	12%	·	·	i	49	15%
OCCC1CN(Cc2nc3ccccc3[nH]2)CCN1C1CCCC1 (stereo not given)	0.2%	-1.6	51	-7%	0%	·	-3%	0	674	i	7	30%
CN(C(=O)C1CCOC1)c1nnc(-c2ccncc2)s1 (stereo not given)	0.2%	-3.5	89	-2%	-2%	0%	8%	0	761	i	51	-15%
O=C(NCCN1CCOCC1)c1ccc(Cl)c([N+](=O)[O-])c1	-0.1%	0.1	48	-3%	5%	6%	5%	-10	830	i	58	1%
CC(C)C(=O)NC(=S)Nc1c(Cl)ccc2nsnc12	0.8%	-0.3	62	-2%	3%	7%	-6%	-2	786	i	39	-8%
Cc1ccc(S(=O)(=O)CCC(=O)N2CCN(c3ccc(Cl)cc3)CC2)cc1	0.5%	3.9	63	-2%	12%	2%	-2%	-43	712	i	57	7%
CCOc1cc(-c2nc3n(c(=O)c2C#N)CCS3)ccc1O	-0.1%	2.4	79	0%	20%	18%	2%	-1	842	i	41	5%
CC(C(=O)N1CCc2ccccc21)N1CCc2ccccc2C1 (stereo not given)	-0.1%	-1.3	99	-5%	6%	12%	7%	-33	760	i	23	-1%
COc1ccc(/C=N/NC(=O)CCn2c3ccccc3c3ccccc32)cc1OC	-0.2%	11	45	-2%	-3%	7%	-7%	-7	655	i	21	-14%
O=C(NN1CCOCC1)c1cc(Cl)ccc1Cl	0.0%	0.0	78	-4%	9%	9%	5%	0	858	i	66	6%
Clc1ccc2nc(CSCc3ccccc3)cn2c1	0.1%	-0.9	31	0%	4%	9%	-2%	6	693	i	70	2%
O=C(c1nc2ccccn2c1CNCCn1ccc2ccccc21)N1CCOCC1	-0.2%	-0.8	62	-7%	-4%	13%	6%	3	700	i	18	2%
CCOc1cc(S(=O)(=O)N2CCN(C(=O)c3ccco3)CC2)ccc1F	0.2%	-0.4	67	-8%	9%	1%	-3%	5	790	i	43	3%
CCOC(=O)CCC(=O)N1CCOCCN(C(=O)CCC(=O)OCC)CCOCC1	-0.2%	-0.7	71	-8%	9%	4%	4%	·	·	i	26	5%
Cc1cccc(NC(=O)C(C)C(=O)c2ccccc2)c1 (stereo not given)	-0.2%	-0.1	68	-8%	9%	24%	2%	0	834	i	58	13%
Cc1cccc(C(=O)N/N=C/c2ccc(OC3CSC3)cc2)c1	0.6%	0.8	65	-7%	2%	6%	23%	·	·	i	15	14%
Cc1cc(C)n(-c2nc3ccccc3nc2Nc2ccc(CC(=O)O)cc2)n1	-0.1%	-2.3	49	-1%	1%	-1%	-5%	·	·	i	28	6%
COc1ccc(S(=O)(=O)N(C(=O)c2ccncc2)c2ccc3oc4c(c3c2)CCCC4)cc1	-0.3%	7.7	69	6%	3%	15%	2%	13	628	i	44	-7%
COc1cc(-n2c(=O)c3ccccc3n(CC(=O)c3ccc(Br)cc3)c2=O)cc(OC)c1OC	0.2%	5.3	48	-6%	10%	14%	14%	16	752	i	25	22%
CC(C)CCNC(=O)NC(=O)CN1C(=O)NC2(CCCCC2)C1=O	0.3%	11	75	-1%	8%	1%	1%	1	733	i	16	-8%
COc1ccc(NC(=O)COc2ccc(/C=N/O)cc2OC)cc1	0.1%	-0.1	51	-5%	4%	9%	0%	13	703	i	49	3%
Cc1cc(N=NC(=O)c2ccccc2)ccc1O	-0.1%	2.8	83	-7%	11%	6%	11%	-25	724	i	57	-19%
O=C(Cn1cc(SCc2ccccc2Cl)c2ccccc21)N1CCOCC1	0.2%	0.1	64	-3%	10%	6%	10%	-12	625	i	41	2%
COCCn1c(SCC(=O)NCC2CCCO2)nc2c(c1=O)SCC2 (stereo not given)	-0.1%	-0.9	59	-11%	-1%	4%	20%	-2	885	i	58	1%
Cn1c(=O)c2c(nc(CN3CCOCC3)n2CCN2CCOCC2)n(C)c1=O	0.3%	-0.6	65	-12%	3%	5%	-9%	-4	804	i	31	-9%
O=C(O)CCCNc1n[nH]c(=O)[nH]c1=O	-0.2%	-0.7	97	-5%	6%	-2%	-9%	4	705	i	21	0%
C=CCc1cc(Cl)ccc1OCCCNC(C)C	-0.4%	-0.1	74	-7%	24%	4%	12%	-32	382	i	32	-8%
O=C(NCc1ccccn1)c1ccccc1-c1ccccc1	-0.1%	-0.7	53	-1%	1%	-1%	6%	-4	669	i	63	-6%

Assay outcomes: PubChem BioAssay, several laboratories

Compounds were not picked by outcome (roughly 1.8% active in at least one column).
